KCNQ1 inh: inhibitors of human KCNQ1 potassium channel. P51787. CHO-K1 KCNQ1, FluxOR thallium flux fluorescence; stronger effect = higher value. B-score at 10 µM. 310,000 compounds, 1.3% hits. AID 2642;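 active = compounds whose thallium flux B-score, printed positive for inhibition, exceeds three library SD while starting fluorescence stays within three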;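 also: channel opened by potassium depolarization with thallium stimulus after 20 min compound exposure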
TRPC4 PAM: TRPC4 (mouse) allosteric potentiation. Q9QUQ5. HEK293 TRPC4beta/mu-opioid, DAMGO EC20, Fluo-4 Ca2+ flux; stronger effect = higher value. B-score at 10 µM. 310,000 compounds, 0.42% hits;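 active = B-score of calcium response area above 5 SD of library B-scores, with initial fluorescence ratio within 5 SD of library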;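 also: B-score of integrated fluorescence ratio over time as area under calcium response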
HDAC3 inhib: human HDAC3 inhibition. recombinant HDAC3, fluorogenic peptide/trypsin coupled, fluorescence. AID 2718. inhibition, % at 8.3 µM. O15379. 320,000 compounds, 0.15% hits; in the data active = inhibition above about 26%, passing the limit was not always enough
KCNK9 inh: inhibitors of human KCNK9 two-pore domain potassium channel | HEK293 KCNK9, FluxOR thallium flux fluorescence; stronger effect = lower value | B-score at 10 µM | 310,000 compounds, 1.2% hits | AID 488922;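 active = ratio B-score over 3 SD below the library mean, with starting fluorescence within 5 SD of its mean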;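 also: negative B-score means less thallium flux so channel inhibition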
TMEM16A inh: inhibitors of mouse TMEM16A calcium-activated chloride channel; 310,000 compounds, 1.2% hits; normalized B-score (activity score, 25-100; higher = stronger inhibition) at 10 µM; HEK293 TMEM16A/YFP iodide influx fluorescence, ionomycin; AID 588511;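 active = ratio plate-corrected score three or more library SD toward inhibition, starting fluorescence score within five deviations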;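 also: score derived from kinetic fluorescence span divided by baseline fluorescence per well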
TRPC4 agonist: activators of mouse TRPC4 channel. B-score at 10 µM. AID 2237. 310,000 compounds, 0.49% hits. HEK293 TRPC4beta/mu-opioid, Fluo4 calcium fluorescence; stronger effect = higher value. Q9QUQ5;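 active = B-score above 5 SD of library B-scores, and initial fluorescence ratio not above library mean plus 5 SD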;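 also: positive B-score marks a calcium rise read as TRPC4 activation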
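Assay system: HEK293 stable line with TRPC4beta plus mu-opioid receptor. Times: dye 45 min RT, read 110 s. Measured by: kinetic Fluo4 calcium fluorescence. Measure: B score of integrated ratio. Controls: assay buffer as low control, maximal DAMGO as high control.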
DYRK1A inh: Dyrk1A (rat) kinase inhibition | Q63470 | ADP-Glo luminescence, NFATc1 peptide | inhibition, % at 12.5 µM | 310,000 compounds, 0.43% hits; in the data active = inhibition above about 50%;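 also: plate controls were vehicle with enzyme for no effect and no enzyme for full effect; many of its hits are not listed in these tables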
ANO1 activ: activates or potentiates the mouse TMEM16A chloride channel; AID 623877; Q8BHY3; B-score at 10 µM; 340,000 compounds, 0.3% hits; HEK293 TMEM16A/YFP-H148Q/I152L, iodide quench fluorescence; stronger effect = lower value;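 active = fluorescence-ratio B-score plate-corrected deviation score at least 3 library SD below zero, with starting fluorescence score within 5 deviations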;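 also: channel opened by trigger with iodide after compound preincubation; score built on the fluorescence ratio of max minus min over baseline; more negative score means more quench and so TMEM16A activation or potentiation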
KCNQ1 act: potentiates or activates the human KCNQ1 potassium channel; 310,000 compounds, 0.35% hits; B-score at 10 µM; CHO-K1 KCNQ1, thallium flux FluxOR fluorescence; stronger effect = higher value;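 active = fluorescence ratio B-score, a plate-corrected score, at least three library SD, with initial intensity B-score within 5 SD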
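Assay system: CHO-K1 cells stably expressing KCNQ1. Medium: assay buffer for compound exposure, DMSO matched across wells. Timing: 37 °C overnight plating, 90-min dark dye load, 20-min compound pretreatment. Signal: kinetic FluxOR fluorescence, 10 s baseline plus 110 s post-stimulus.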
hERG rescue: shields human hERG channel from block by proarrhythmic agents; Q12809; CHO-hERG, FluxOR thallium flux, dofetilide IC70 present; activation (rescue from dofetilide block), less the hit threshold, % at 10 µM; 310,000 compounds, 0.51% hits;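 active = activation above the mean of controls blocked by dofetilide plus 5 SD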;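 also: thallium influx through hERG after potassium depolarization seen as dye fluorescence rise; in these data hits start at about 4.7%; inactives centre near -7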
Target sequence (Q12809 whole entry, looked up): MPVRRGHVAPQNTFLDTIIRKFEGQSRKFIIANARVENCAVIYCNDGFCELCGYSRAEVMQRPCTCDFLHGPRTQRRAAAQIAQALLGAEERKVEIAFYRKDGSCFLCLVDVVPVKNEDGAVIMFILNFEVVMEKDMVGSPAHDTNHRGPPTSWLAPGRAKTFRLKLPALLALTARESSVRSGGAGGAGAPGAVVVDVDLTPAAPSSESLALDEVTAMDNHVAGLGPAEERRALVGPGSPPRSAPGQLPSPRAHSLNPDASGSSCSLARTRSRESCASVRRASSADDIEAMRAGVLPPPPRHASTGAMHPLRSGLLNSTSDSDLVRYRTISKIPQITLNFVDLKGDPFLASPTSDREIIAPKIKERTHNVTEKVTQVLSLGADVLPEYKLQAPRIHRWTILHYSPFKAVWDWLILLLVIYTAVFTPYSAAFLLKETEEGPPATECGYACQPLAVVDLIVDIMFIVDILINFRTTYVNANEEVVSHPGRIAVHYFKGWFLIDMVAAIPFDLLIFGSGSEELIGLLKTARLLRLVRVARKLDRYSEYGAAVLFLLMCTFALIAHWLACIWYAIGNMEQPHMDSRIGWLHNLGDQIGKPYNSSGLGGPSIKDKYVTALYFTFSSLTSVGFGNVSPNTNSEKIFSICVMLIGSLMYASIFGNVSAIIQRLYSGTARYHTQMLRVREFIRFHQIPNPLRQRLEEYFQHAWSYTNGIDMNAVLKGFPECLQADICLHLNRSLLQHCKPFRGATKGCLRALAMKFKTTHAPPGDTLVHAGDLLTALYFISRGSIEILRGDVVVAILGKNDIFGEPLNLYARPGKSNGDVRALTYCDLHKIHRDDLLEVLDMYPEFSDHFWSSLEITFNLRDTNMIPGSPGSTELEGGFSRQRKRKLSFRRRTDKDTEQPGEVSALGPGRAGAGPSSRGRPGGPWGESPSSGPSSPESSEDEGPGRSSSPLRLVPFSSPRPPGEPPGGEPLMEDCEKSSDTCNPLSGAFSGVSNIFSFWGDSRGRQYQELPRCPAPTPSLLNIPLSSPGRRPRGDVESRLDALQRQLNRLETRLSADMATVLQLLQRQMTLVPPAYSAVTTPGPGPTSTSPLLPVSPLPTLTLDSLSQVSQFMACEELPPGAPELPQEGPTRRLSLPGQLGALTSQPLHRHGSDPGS
KCNK3 block: human KCNK3 channel inhibition, primary screen; O14649; CHO-KCNK3 thallium flux, FluxOR fluorescence; stronger effect = lower value; B-score at 10 µM; 340,000 compounds, 0.84% hits; AID 602410;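 active = B-score under library mean minus 4 SD, starting fluorescence ratio at most library mean plus 5 SD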;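 also: more negative B-score means stronger inhibition of thallium flux through KCNK3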
* hit, by the source's call; i = inactive; x = no result given. Some of the compounds tested; count on the stated rates, not on these rows.

SMILES | KCNQ1 inh | TRPC4 PAM | HDAC3 inhib | KCNK9 inh | TMEM16A inh | TRPC4 agonist | DYRK1A inh | ANO1 activ | KCNQ1 act | hERG rescue | KCNK3 block
CC(=O)Nc1ccccc1C(=O)C(=O)Nc1ccc(C)c(F)c1 | i | i | 4 | i | i | i | -4 | i | i | -8 | i
Cc1ccc(NC(=O)CCCN2C(=O)c3cccc4cccc(c34)C2=O)cc1 | i | i | 0 | i | i | i | 3 | i | i | -3 | i
O=C1C2C3C=CC(C3)C2C(=O)N1CN(Cc1ccccc1)CN1C(=O)C2C3C=CC(C3)C2C1=O (stereo not given) | i | i | 1 | i | i | i | -11 | i | i | -9 | i
COc1ccc(CNC(=O)CN2C(=O)CCSc3ccc(S(=O)(=O)N4CCCC4)cc32)cc1 | i | i | 0 | i | i | i | 1 | i | i | -5 | i
COC(=O)CSc1cnc2ccccc2n1 | i | i | 4 | i | i | i | 5 | i | i | -7 | i
Cc1nc([N+](=O)[O-])c(Sc2nc3ccccc3[nH]2)n1Cc1ccccc1 | i | i | 3 | i | i | i | -7 | i | i | -5 | i
CC(=O)Nc1ccc(NC(=O)CSc2ncnc3sc(C)c(C)c23)cc1 | i | i | -6 | i | i | i | -3 | i | i | -7 | i
Cc1cccnc1NC(=O)CNC(=O)c1cccs1 | i | i | -4 | i | i | i | 9 | i | i | -11 | i
Cc1nn(-c2ccccc2)cc1/C=N/NC(N)=S | i | i | 5 | i | i | i | x | i | i | 0 | i
O=S(=O)(NCCC1=CCCCC1)c1c(Cl)cccc1Cl | i | i | 0 | i | i | i | 2 | i | i | -18 | i
CCCCn1c(N)c(N(CC)C(=O)c2ccc(Cl)c([N+](=O)[O-])c2)c(=O)[nH]c1=O | i | i | 8 | i | i | i | -3 | i | i | -6 | i
CCC1Oc2ccc(C)cc2N(CC(=O)NCCN2CCCCCC2)C1=O (stereo not given) | i | i | 6 | i | i | i | 7 | i | i | 0 | i
COc1ccc(N2CCN(c3nc4ccccc4n3CC(=O)c3ccccc3)CC2)cc1 | i | i | 5 | i | i | i | 5 | i | i | -8 | i
Cc1ccc(OCC(=O)NNC(=S)NC(=O)c2cccs2)c(C)c1 | i | i | -5 | i | i | 66* | -1 | i | 34* | -16 | i
COC(=O)/C=c1/s/c(=C(/C#N)C(=O)N2CCCCC2)n(-c2ccccc2)c1=O | i | i | x | i | i | i | -2 | i | i | -6 | i
CCN1C(=O)Cc2cc(S(=O)(=O)N3CCOCC3)ccc21 | i | i | 1 | i | i | i | 0 | i | i | -3 | i
CCC(=O)N1CCN(c2ccc(NC(=O)c3cccs3)cc2)CC1 | i | i | -8 | i | i | i | 1 | i | i | -10 | i
CC(=O)Nc1ccc(NC(=O)CSc2nnc(NC(=O)C3CC(=O)N(c4ccccc4)C3)s2)cc1 (stereo not given) | i | i | 3 | i | i | i | x | i | i | -14 | i
O=C(CCN1C(=O)C2C3C=CC(C3)C2C1=O)Nc1nccs1 (stereo not given) | i | i | -4 | i | i | i | 6 | i | i | -12 | i
Cn1c2c(c(=O)n(C)c1=O)C(c1ccc(Br)cc1)C(C#N)=C(N)N2 (stereo not given) | i | i | 9 | i | i | i | -5 | i | i | -5 | i
Cc1cccc(-c2cccc(NC(=O)C3CCCN(C(=O)c4ocnc4C)C3)c2)c1 (stereo not given) | i | i | -6 | i | i | i | -3 | i | i | -14 | i
COc1ccc(NC(=O)N(Cc2cc3ccc(OC)cc3[nH]c2=O)CC2CCCO2)cc1 (stereo not given) | i | i | 2 | i | i | i | -1 | i | i | -12 | i
N#C/C(C(=O)Oc1ccccc1)=C1/Nc2ccccc2-c2ccccc21 | i | i | x | i | x | i | 1 | i | i | -8 | i
CCOc1ccccc1NC(=O)C(Sc1ccccc1)c1ccccc1 (stereo not given) | i | i | -2 | -8.4* | 100* | i | -7 | i | i | -16 | -8.7*
Cc1ccc(/C=C2/SC(=S)N(CCCC(=O)Nc3ccc(O)cc3)C2=O)cc1 | i | i | x | i | x | i | 3 | i | i | -9 | i
O=C(Cc1ccccc1)Nc1ncccn1 | i | i | 2 | i | i | i | -3 | i | i | -2 | i
Cc1ccc2cc(CNC(C)(C)C)c(=O)[nH]c2c1 | i | i | 10 | i | i | i | 4 | i | i | -3 | i
O=C(NC(=S)NNS(=O)(=O)c1ccccc1)c1ccc([N+](=O)[O-])cc1 | i | i | 0 | i | i | i | -4 | i | i | -5 | i
O=C(Nc1ccc(S(=O)(=O)Nc2ncccn2)cc1)c1ccc2ncsc2c1 | i | i | 1 | i | i | i | 4 | i | i | -18 | i
O=C(Nc1ccc(N2CCN(C(=O)c3ccc(Cl)cc3)CC2)cc1)c1ccc2c(c1)OCCO2 | i | i | -8 | i | i | i | -2 | i | i | -8 | i
CCOC(=O)c1cnn(-c2ccccc2)c1-c1ccncc1 | i | i | 1 | i | i | i | 4 | i | i | -2 | i
CN(C)/C=C(\C#N)C(=O)N/N=C/c1ccccc1 | i | i | 2 | i | i | i | 6 | i | i | -12 | i
O=C(CCc1ccc(O)cc1)c1c(O)cc(O)cc1O[C@@H]1O[C@H](CO)[C@@H](O)[C@H](O)[C@H]1O | i | i | -3 | i | i | i | 15 | i | i | -7 | i
CCc1ccc(NC(=O)CC2C(=O)N(c3ccc(C)cc3)C(=O)N2CCc2ccncc2)cc1 (stereo not given) | i | i | 2 | i | i | i | -2 | i | i | -14 | i
Cc1ccccc1-n1c(C)nnc1SCC(=O)N(C)C1CCS(=O)(=O)C1 (stereo not given) | i | i | -2 | i | i | i | -5 | i | i | -6 | i
Cc1cc(C)cc(OC(=O)N2CCOCC2)c1 | i | i | -8 | i | i | i | 0 | i | i | -9 | i
CCC(=O)c1ccccc1OCCSc1nc(C)cc(=O)[nH]1 | i | i | -4 | i | i | i | 2 | i | i | -4 | i
Cc1ccc(C(=O)N2CCCC(N3CCN(c4ccccc4F)CC3)C2)s1 (stereo not given) | i | i | 2 | i | i | i | -3 | i | i | -9 | i
CC(C)c1ccc(-n2cnn(-c3ncccc3[N+](=O)[O-])c2=O)cc1 | i | i | 1 | i | i | i | 1 | i | i | -4 | i
O=C(Nc1cccc(S(=O)(=O)N2CCOCC2)c1)c1cc2ccccc2o1 | i | i | -6 | i | i | i | 16 | i | i | -14 | i
O=C(O)c1cccc(S(=O)(=O)Nc2ccc(OCc3ccccc3)cc2)c1 | i | i | 0 | i | i | i | -2 | i | i | -7 | i
Cn1c(=O)n(C)c2cc(NC(=O)c3cc4ccccc4o3)ccc21 | i | i | 7 | i | i | i | 4 | i | i | -7 | i
C/C(=N\NC(=O)CCn1nnc2ccccc21)c1cccs1 | i | i | -6 | i | i | i | x | i | i | -4 | i
Cn1c(CNc2ccc(Cl)cc2)nc2ccccc21 | i | i | -5 | i | i | i | 0 | i | i | -10 | i
COc1ccc(NC(=O)c2c[nH]c(=O)n(-c3ccc(C)c(C)c3)c2=O)cc1OC | i | i | -1 | i | i | i | 18 | i | i | -12 | i
Cc1ccc(NC(=S)NCc2ccc(F)cc2)cc1 | i | i | 9 | i | i | i | x | i | i | -9 | i
O=C1/C(=C/c2cccnc2)CCc2c1[nH]c1ccccc21 | i | i | 6 | i | i | i | x | i | i | -12 | i
O=C(Nc1ccccc1N1CCOCC1)c1ccccc1NS(=O)(=O)c1ccc(F)c(F)c1 | 7* | i | 0 | i | 100* | i | 19 | i | i | -8 | i
COc1ccc(S(=O)(=O)N2Cc3ccccc3CC2C(=O)Nc2ccc(O)cc2)cc1OC (stereo not given) | i | i | 5 | i | i | i | 6 | i | i | -11 | i
Cc1ccccc1OCC(=O)NCC(C)(C)N1CCOCC1 | i | i | 1 | i | i | i | -6 | i | i | -8 | i

Continued:
SMILES | KCNQ1 inh | TRPC4 PAM | HDAC3 inhib | KCNK9 inh | TMEM16A inh | TRPC4 agonist | DYRK1A inh | ANO1 activ | KCNQ1 act | hERG rescue | KCNK3 block
COc1ccc(NC(=O)CSc2nc(=O)n(CCN(C)C)c3c2CCCC3)cc1 | i | i | -6 | i | i | i | -6 | i | i | -18 | i
CC(=O)c1cccc(NC(=O)N(c2ccccc2)c2ccccc2)c1 | i | i | 9 | i | i | i | -3 | i | i | -7 | i
CCCCCCCC(=O)OC(CN1CCCCC1)CN1CCCC1=O (stereo not given) | i | i | -6 | i | i | i | 35 | i | i | -1 | i
Clc1ccc(Oc2ncnc3oc(-c4ccccc4)cc23)cc1 | i | i | 9 | i | i | i | 8 | i | i | -7 | i
COc1cccc(Nc2ncnc3c2cnn3-c2cccc(C)c2)c1 | i | i | -2 | i | i | i | -6 | i | i | -9 | i
Cc1cccc(N(CC(=O)NCc2ccc(F)cc2)C(=O)c2ccco2)c1 | i | i | -3 | i | i | i | -7 | i | i | -7 | i
Cc1ccc(S(=O)(=O)N2CCN(c3ccc([N+](=O)[O-])c(NCCN4CCOCC4)c3)CC2)cc1 | i | i | -2 | i | i | i | 0 | i | i | -10 | i
Cc1ccc(-c2nn3c(C)nnc3c3ccccc23)cc1S(=O)(=O)NCCN1CCOCC1 | i | i | -4 | i | i | i | -4 | i | i | -17 | i
CCOc1ccc(OCCSc2nc3ccccc3c(=O)[nH]2)cc1 | i | i | 0 | i | i | i | 1 | i | i | -12 | i
Cc1ccc(S(=O)(=O)Cn2nnnc2C(C(C)C)N2CCC(O)CC2)cc1 (stereo not given) | i | i | 4 | i | i | i | -1 | i | i | -6 | i
CC(C)COc1ccc(/C=C2/Sc3ccccc3C2=O)cc1 | i | i | 0 | i | i | i | 3 | i | i | -3 | i
Cc1noc(C)c1COc1ccc(C(=O)OCC(=O)Nc2ccc3ccccc3c2)cc1 | i | i | 8 | i | i | i | -4 | i | i | -11 | i
O=C(Nc1cccnc1)c1ccc(Cl)c(S(=O)(=O)N2CCc3ccccc32)c1 | i | i | 1 | i | 100* | i | x | i | i | -25 | i
N#CCCN(C(=O)COc1ccc(F)cc1Br)c1ccccc1F | i | i | -3 | i | i | i | 3 | i | i | -14 | i
Cc1nnc(N/N=C/c2c(Cl)cccc2Cl)n1N | i | i | 1 | i | i | i | 7 | i | i | -2 | i

High-throughput results: PubChem, several laboratories
